# Screens deposited in PubChem by several laboratories.
# GAA850 FXN act: FXN promoter activators, primary screen, cell-based, luciferase luminescence, HEK293 lucGAA850 | activation, % at 6 µM | 360,000 compounds, 0.56% hits | HEK293 lucGAA850 FXN promoter luciferase reporter, 24 h; percent of 10 µM SAHA response;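 active = activation above the average of all compounds screened plus 3 SD, cutoff fixed separately per campaign, cut at about 7.5% in these data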;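 note: 0% = DMSO wells and 100% = 10 µM SAHA wells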
# rCAG RNA binder: binders of r(CAG) RNA repeats, primary screen, biochemical, fluorescence | r(CAG) RNA repeat, TO-PRO-1 dye displacement fluorescence | 370,000 compounds, 1.3% hits | inhibition, % at 3 µM | AID 651821, 2012;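 active = inhibition above the plate cutoff, the mean of all test compounds on that plate plus 3 SD, cut at about 35% in these data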;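 note: 0% = DMSO alone and 100% = 100 µM mitoxantrone as full dye displacement; higher means more dye released from RNA so lower well fluorescence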
# ADAM10 inh: human ADAM10 inhibitors, primary screen, biochemical, QFRET, HTS. AID 720582, 2013. Disintegrin and metalloproteinase domain-containing protein 10 (Homo sapiens), O14672. recombinant ADAM10, EDANS/DABCYL FRET peptide cleavage, 3 h. inhibition, % at 7 µM. 370,000 compounds, 0.62% hits;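 active = inhibition above a per-campaign cutoff equal to the mean of compounds falling between control-based bounds plus 3 SD, cut at about 20% in these data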;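 note: 0% = DMSO wells while the 100% control is not disclosed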
# ARFGAP1 inh: inhibitors of rat ARFGAP1 GAP activity, primary screen, biochemical, fluorescence polarization, GDP tracer; ADP-ribosylation factor GTPase-activating protein 1 (Rattus norvegicus), Q62848; Arfgap1-stimulated ARF1 GTP hydrolysis, GDP FP detection; inhibition, % at 16.5 µM; 360,000 compounds, 0.26% hits; AID 651572, 2012;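 active = inhibition above a per-plate limit, mean inhibition of low control wells plus 3 SD, cut at about 25% in these data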;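 note: 0% = DMSO wells with enzyme and 100% = wells lacking Arfgap1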
# Target sequence (Q62848 1-136 limits assumed): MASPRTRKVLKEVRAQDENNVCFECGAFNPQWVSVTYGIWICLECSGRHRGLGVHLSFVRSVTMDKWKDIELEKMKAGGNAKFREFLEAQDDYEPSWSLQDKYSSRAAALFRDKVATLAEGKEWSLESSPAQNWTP
#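 system = rat Arfgap1 catalytic domain, aa 1-136 | technique = FP, GDP Alexa 633 tracer displaced from anti-GDP antibody, 620/688 nm | compound = one concentration, 16.5 µM, DMSO 1.26% | medium = HEPES-based buffer, pH 7.5 | timing = compound-enzyme preincubation 20 min, reaction 120 min, detection 60 min, 25 °C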
# GC-B act: human GC-B receptor activators, primary screen, HEK293 GC-B cells, cGMP TR-FRET, EC30 CNP | Atrial natriuretic peptide receptor 2 (Homo sapiens), P20594 | activation, % at 10 µM | AID 1920062, 2024 | 370,000 compounds, 0.11% hits | 0% at EC30 CNP, 100% saturating CNP;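 active = activation at 10 µM reaching about 35% in either raw or pattern-adjusted values, limit read from the data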
# DDE Tn6 FP inh: inhibitors of Tn6 peptide binding to fibrin DD(E), primary screen, biochemical, fluorescence polarization, human fibrin, Tn6 probe; Fibrin DD(E) TRITC-Tn6 fluorescence polarization displacement; Fibrinogen beta chain (Homo sapiens), P02675; 370,000 compounds, 0.21% hits; inhibition, % at 8.3 µM;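 active = inhibition above a per-campaign cutoff: mean of compounds within control limits plus 3 SD, cut at about 15% in these data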;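 note: 0% = median of all compound wells on the plate and 100% = blocking peptide control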
# Target sequence (P02675 whole entry, looked up): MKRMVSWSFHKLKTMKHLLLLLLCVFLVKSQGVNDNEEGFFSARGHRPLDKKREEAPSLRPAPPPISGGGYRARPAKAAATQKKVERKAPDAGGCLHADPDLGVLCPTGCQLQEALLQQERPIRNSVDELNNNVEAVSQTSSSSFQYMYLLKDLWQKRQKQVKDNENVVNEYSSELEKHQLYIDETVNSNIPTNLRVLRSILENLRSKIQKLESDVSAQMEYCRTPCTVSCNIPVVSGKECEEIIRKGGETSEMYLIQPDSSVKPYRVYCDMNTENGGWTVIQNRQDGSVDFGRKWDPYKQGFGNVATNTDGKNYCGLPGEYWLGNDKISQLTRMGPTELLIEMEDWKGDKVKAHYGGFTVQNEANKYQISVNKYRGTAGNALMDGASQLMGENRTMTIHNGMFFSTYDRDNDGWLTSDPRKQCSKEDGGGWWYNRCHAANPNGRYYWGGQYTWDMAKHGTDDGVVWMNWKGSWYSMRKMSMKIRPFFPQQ
# NPR1 activator: GC-A stimulated cGMP production enhancers – HEK293 GC-A cells, cGMP TR-FRET, EC30 ANP, primary screen; Atrial natriuretic peptide receptor 1 (Homo sapiens), P16066; 0% at EC30 ANP, 100% saturating ANP; activation, % at 10 µM; 370,000 compounds, 0.14% hits; AID 1671463, 2021; in the data active = activation above about 40%
# KLK7 zymogen act: proKLK7 zymogen activators, primary screen, biochemical, fluorescence intensity | Kallikrein-7 (Homo sapiens), P49862 | purified proKLK7, EDANS-DABCYL substrate fluorescence; 100% is mature enzyme control, 0% vehicle | activation, % at 7 µM | 370,000 compounds, 0.9% hits | AID 652039, 2013;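 active = activation above the mean of all tested compounds plus 3 SD, computed per campaign excluding outliers beyond control limits, cut at about 13% in these data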
# HGIII-sPLA2 inh: human group III sPLA2 inhibitors, primary screen, biochemical, QFRET, BODIPY PC-A2 liposome substrate | inhibition, % at 12.2 µM | AID 743126, 2013 | QFRET BODIPY PC-A2 liposome hydrolysis, fluorescence | 370,000 compounds, 0.56% hits;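 active = inhibition above mean plus 3 SD of compounds lying within the high and low control bounds, cut at about 19% in these data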;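 note: 0% = median of test compound wells and 100% = no enzyme DMSO wells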
# ASAP1 GAP inh: inhibitors of human ASAP1 ArfGAP activity, primary screen, biochemical, fluorescence polarization | ASAP1-stimulated ARF1 GTP hydrolysis, GDP FP detection | inhibition, % at 16.5 µM | 360,000 compounds, 0.19% hits; in the data active = inhibition above about 25%;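 note: 0% = vehicle with enzyme and substrate and 100% = no enzyme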
# Target sequence (Q9ULH1 325-724 limits assumed): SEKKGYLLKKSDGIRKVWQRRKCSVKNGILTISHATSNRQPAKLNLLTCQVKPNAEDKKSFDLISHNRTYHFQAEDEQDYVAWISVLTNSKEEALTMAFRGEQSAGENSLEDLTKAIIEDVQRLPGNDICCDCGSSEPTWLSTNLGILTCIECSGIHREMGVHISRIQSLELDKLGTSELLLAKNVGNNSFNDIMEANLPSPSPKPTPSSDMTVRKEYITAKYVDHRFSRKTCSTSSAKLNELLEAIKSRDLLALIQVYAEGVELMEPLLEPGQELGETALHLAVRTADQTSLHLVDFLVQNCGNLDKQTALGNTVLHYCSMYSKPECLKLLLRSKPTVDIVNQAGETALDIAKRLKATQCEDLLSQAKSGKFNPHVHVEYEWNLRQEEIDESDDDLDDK
# The depositor's hits bear a star; · = no result given.
SMILES,GAA850 FXN act,rCAG RNA binder,ADAM10 inh,ARFGAP1 inh,GC-B act,DDE Tn6 FP inh,NPR1 activator,KLK7 zymogen act,HGIII-sPLA2 inh,ASAP1 GAP inh
NS(=O)(=O)c1ccc(NC(=O)c2ccccc2Cl)cc1,1.3,-1,-1,-13,-2,2,-1,0.6,5,-2
CCOc1ccc(CC(=O)Nc2ccc(-c3ccc4nnc(C)n4n3)cc2)cc1,4.2,10,-60,7,-5,3,-12,-22,-15,11
OCCNCc1cc(Br)ccc1OCc1ccccc1,-3.2,3,-6,-1,-18,1,-42,0.1,8,-8
COc1ccc(S(=O)(=O)N2CCC(C(=O)Oc3c(OC)cccc3OC)CC2)cc1OC,2.9,2,2,9,-5,1,-11,-0.1,-6,1
Cc1ccc2cc(C)c(NCCO)nc2c1,0.3,2,-21,-16,-2,-8,7,0.8,-4,-1
O=C(CCc1nc2ccccc2c(=O)[nH]1)OCc1cccc(C(F)(F)F)c1,1.2,-1,-1,15,-1,-1,-3,0.1,-5,13
CCCCCN1CCCCC(NC(=O)c2ccc3ccccc3c2)C1=O (stereo not drawn),·,-3,4,·,-6,-9,1,-0.3,-6,·
COc1ccc(Br)cc1CNC(=O)CN1C(=O)C(c2ccccc2)Oc2cccnc21 (stereo not drawn),-3.1,-11,-18,1,-6,5,-5,-0.4,-1,1
CC(=O)c1cc2c(O)c(O)ccc2o1,1.0,-1,-48,-2,6,-1,-4,3.0,8,-13
CCCCCCCN(c1ccccc1)[C@@H]1C[C@H]2CCCC(=O)N3CC[C@@H](C1)[C@@H]23,-1.7,-3,15,-11,-6,-9,-9,-0.3,-1,-2
FC(F)(F)c1ccccc1-n1c(-c2ccco2)n[nH]c1=S,-8.1,0,0,-6,5,0,4,0.2,4,-1
CCc1ccccc1NC(=O)Nc1cccn(Cc2ccccc2F)c1=O,0.3,0,-13,3,0,0,4,0.2,7,7
COc1ccc(CC(=O)Nc2c3c(nn2-c2cccc(Cl)c2)CS(=O)(=O)C3)cc1,-1.9,8,7,-6,3,0,1,0.0,-2,2
O=C(/C=C/c1cccc(Cl)c1)NCc1cccs1,-0.7,0,3,-2,-7,2,0,0.2,1,0
COC(C[C@H]1O[C@H]1[C@@H](O)[C@H](C)OCc1ccccc1)OC,2.1,-2,-3,2,4,1,2,0.3,5,-2
COc1cccc(S(=O)(=O)NCc2ccc(C(=O)Nc3ccc(Cl)c(Cl)c3)cc2)c1,0.0,9,5,9,0,-2,0,0.5,-7,4
CCN(CC)CCNc1ccc(CO)c2oc3ccccc3c(=O)c12,-1.8,1,0,2,-3,-1,3,0.4,1,-5
O=C(CSc1nncc2ccccc12)Nc1ccc(F)cc1,1.6,0,-2,-6,-8,-1,0,0.5,2,-5
Cn1c(=O)c(C(=O)CN2CC(=O)Nc3ccccc32)c(N)n(Cc2ccccc2)c1=O,-1.2,2,6,10,7,3,2,0.3,3,-2
Cc1ccc(-n2c(SCC(=O)N3CCCc4ccccc43)nnc2-c2cccnc2)c(C)c1,0.5,-2,-9,-5,-9,1,-10,-0.2,0,13
O=C(OCc1ccc([N+](=O)[O-])cc1)c1cc([N+](=O)[O-])ccc1N1CCOCC1,1.0,0,6,3,4,0,1,-0.2,0,-4
COc1ccc(C(=O)NNC(=O)CSc2nnc3ccccn23)cc1OC,0.4,3,-5,-7,-3,1,-2,0.8,6,-1
O=C(COC(=O)c1cccs1)NCc1ccc2c(c1)OCO2,1.6,4,6,-8,0,3,0,0.7,-4,-23
O[Si](CCCN1CCCCC1)(c1ccc(F)cc1)C1CCCCC1 (stereo not drawn),-1.4,1,7,7,-13,-6,-21,0.3,-10,-3
CC(C)(C)C(=O)CN1C2=NCCN2c2ccccc21,1.2,1,-2,11,4,-4,1,-0.2,-1,-2

# The list goes on.
SMILES,GAA850 FXN act,rCAG RNA binder,ADAM10 inh,ARFGAP1 inh,GC-B act,DDE Tn6 FP inh,NPR1 activator,KLK7 zymogen act,HGIII-sPLA2 inh,ASAP1 GAP inh
Cc1ccc(S(=O)(=O)N(C)c2ccc3c(c2)C(=O)c2ccccc2-3)cc1,·,8,-6,4,-3,0,1,0.8,0,2
Nc1ccc2nn(-c3cccc4ccccc34)nc2c1,-3.9,14,-84,5,-2,-2,2,5.4,-3,17
Fc1ccccc1-c1cc2ccccc2cn1,5.1,4,0,7,-4,10,0,0.0,0,-8
S=C(c1ccc[nH]1)N1CCOCC1,-0.8,1,2,16,2,2,5,0.4,0,-6
C=CCN(CC(=O)NCc1ccc(F)cc1)C(=O)c1csnn1,1.2,0,-3,17,-13,-5,1,0.3,0,-8
C=Cn1ccnc1CC(O)c1ccc(OC)cc1 (stereo not drawn),2.3,-2,4,-3,4,6,-1,-0.2,-2,-1
COc1cc(C2C(C#N)=C(N)Oc3cc4c(cc32)OCO4)cc(OC)c1OC (stereo not drawn),-3.0,-3,-5,1,-17,-8,-23,1.3,-13,9
O=C(OC1CCCCC1=O)c1cccc(S(=O)(=O)N2CCCCC2)c1 (stereo not drawn),1.5,-6,-3,6,0,3,-2,-0.3,4,0
CCCCN1C(=O)C(CC(=O)NCCCCc2ccccc2)CC(C(=O)N(C)C)=C1C (stereo not drawn),0.3,3,6,9,3,1,1,0.4,11,-4
O=S1(=O)c2ccc(N3CCN(Cc4ccccc4F)CC3)cc2Oc2ccccc2CN1Cc1cn(Cc2ccc(C(F)(F)F)cc2)nn1,·,13,-15,·,6,-11,1,0.4,15,·
CN(c1ccc(C(=O)NCc2cccnc2)cc1)S(=O)(=O)c1ccc(Cl)cc1,-1.4,-4,-6,7,2,7,-2,-0.1,-3,9
Cc1cccc(N(C)C(=O)c2cnn(-c3ccccc3)c2C)c1,-0.6,-2,4,18,-4,-3,-3,0.2,18,-7
O=C(Nc1sc2c(c1C(=O)O)CCCC2)c1cccs1,3.0,19,-5,1,3,-4,-2,-0.2,-7,-3
Cn1cc(Cl)c(C(=O)N(Cc2ccccc2)c2ccccn2)n1,1.3,2,-7,-3,3,1,1,0.7,3,-6
CC1CCC(NC(=O)COC(=O)CNC(=O)c2ccc3ccccc3c2)CC1 (stereo not drawn),0.8,3,-22,5,-1,-1,1,-0.6,-20,1
Cc1ccsc1C(=O)NCC(C)(C)N1CCOCC1,-0.5,0,-12,-17,1,4,0,-0.7,3,4
OC(COc1ccc(Cl)cc1)CN1CCC(Cc2ccccc2)CC1 (stereo not drawn),-1.4,-10,4,10,1,-8,2,0.2,-8,3
CCN(C(=O)COC(=O)C1=COCCO1)c1ccccc1,-0.7,1,-1,-2,-1,8,2,-0.2,-3,3
CCn1c(N2CCN(Cc3ccc([N+](=O)[O-])cc3)CC2)nc2ccccc21,-0.1,-7,13,8,0,-1,-3,-0.6,1,4
c1ccc2c(CSCc3nc4ccccc4[nH]3)cccc2c1,-3.1,2,0,8,0,-9,0,0.1,-16,-17
COC(=O)[C@@]12C[C@@H](CC(=O)N3CCN(C(=O)c4ccco4)CC3)C(=O)N(Cc3ccco3)C1=CCC(C)(C)C2,·,0,-3,-1,-2,0,-3,0.8,0,-10
O=C(CNc1ccccc1F)N/N=C/C1CC=CCC1 (stereo not drawn),2.7,0,-8,-1,3,-1,2,0.3,-1,3
Cc1cc(C)c2nc(C(F)(F)F)nc(NCCCN3CCCC3=O)c2c1,1.3,-1,2,-7,4,9,0,0.7,-5,9
COc1ccc(C2c3ccc4ccccc4c3Oc3ncn(CCN4CCOCC4)c(=N)c32)cc1OC (stereo not drawn),0.3,-2,11,4,-8,6,-6,0.7,-14,-6
COc1cc(OC)cc(C(=O)NCC(=O)OCc2ccc(Cl)c(Cl)c2)c1,-0.6,0,-2,9,-7,-1,-5,-0.1,4,1
Cc1ccsc1CCNC(=O)C1CCC(=O)N(CCc2cccc(F)c2)C1 (stereo not drawn),1.4,-6,-9,6,-1,-4,0,-0.4,-6,8

# Structural class: the entries above with an aryl methoxy group.
SMILES,GAA850 FXN act,rCAG RNA binder,ADAM10 inh,ARFGAP1 inh,GC-B act,DDE Tn6 FP inh,NPR1 activator,KLK7 zymogen act,HGIII-sPLA2 inh,ASAP1 GAP inh
COc1ccc(S(=O)(=O)N2CCC(C(=O)Oc3c(OC)cccc3OC)CC2)cc1OC,2.9,2,2,9,-5,1,-11,-0.1,-6,1
COc1ccc(Br)cc1CNC(=O)CN1C(=O)C(c2ccccc2)Oc2cccnc21 (stereo not drawn),-3.1,-11,-18,1,-6,5,-5,-0.4,-1,1
COc1ccc(CC(=O)Nc2c3c(nn2-c2cccc(Cl)c2)CS(=O)(=O)C3)cc1,-1.9,8,7,-6,3,0,1,0.0,-2,2
COc1cccc(S(=O)(=O)NCc2ccc(C(=O)Nc3ccc(Cl)c(Cl)c3)cc2)c1,0.0,9,5,9,0,-2,0,0.5,-7,4
COc1ccc(C(=O)NNC(=O)CSc2nnc3ccccn23)cc1OC,0.4,3,-5,-7,-3,1,-2,0.8,6,-1
C=Cn1ccnc1CC(O)c1ccc(OC)cc1 (stereo not drawn),2.3,-2,4,-3,4,6,-1,-0.2,-2,-1
COc1cc(C2C(C#N)=C(N)Oc3cc4c(cc32)OCO4)cc(OC)c1OC (stereo not drawn),-3.0,-3,-5,1,-17,-8,-23,1.3,-13,9
COc1ccc(C2c3ccc4ccccc4c3Oc3ncn(CCN4CCOCC4)c(=N)c32)cc1OC (stereo not drawn),0.3,-2,11,4,-8,6,-6,0.7,-14,-6
COc1cc(OC)cc(C(=O)NCC(=O)OCc2ccc(Cl)c(Cl)c2)c1,-0.6,0,-2,9,-7,-1,-5,-0.1,4,1
